PI5P4K alpha inh: qHTS for Inhibitors of phosphatidylinositol 5-phosphate 4-kinase (PI5P4K); 330,000 compounds, 1.2% hits; PI5P4Kalpha enzyme, ADP-Glo luminescence, 60 min; stronger effect = lower value; max response, %; Phosphatidylinositol 5-phosphate 4-kinase type-2 alpha (Homo sapiens), P48426; active means max response of -50% or lower; inconclusive means between -30% and -50%; inactive means -30% or higher; further: value at the top dose of about 77 µM; on the % scale 0 is the no-effect control and ±100 the full control effect
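Compounds were pin-transferred onto PI5P4Kalpha and substrate in HEPES pH 7.4 buffer with EGTA, CHAPS and 5% DMSO. ATP (5 microM final) started the reaction, which ran 60 minutes at room temperature before ADP-Glo detection.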
EPAC1 antag: qHTS for Antagonist of cAMP-regulated guanine nucleotide exchange factor 3 (EPAC1): primary screen; AID 720709, 2013; Potency, µM (series often up to 115 µM), without a hit: top-dose activity change, negative = inhibition, hits mostly inhibitors; Rap guanine nucleotide exchange factor 3 (Homo sapiens), O95398; EPAC1 GEF assay, Rap1b-BODIPY-GDP exchange fluorescence; 360,000 compounds, 0.14% hits;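 further: potency means the concentration at half of the fitted maximal effect; plate controls were vehicle for no effect and positive control for full effect; nearly all actives have a fitted effect of over 50% in size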
Target sequence (O95398 whole entry, looked up): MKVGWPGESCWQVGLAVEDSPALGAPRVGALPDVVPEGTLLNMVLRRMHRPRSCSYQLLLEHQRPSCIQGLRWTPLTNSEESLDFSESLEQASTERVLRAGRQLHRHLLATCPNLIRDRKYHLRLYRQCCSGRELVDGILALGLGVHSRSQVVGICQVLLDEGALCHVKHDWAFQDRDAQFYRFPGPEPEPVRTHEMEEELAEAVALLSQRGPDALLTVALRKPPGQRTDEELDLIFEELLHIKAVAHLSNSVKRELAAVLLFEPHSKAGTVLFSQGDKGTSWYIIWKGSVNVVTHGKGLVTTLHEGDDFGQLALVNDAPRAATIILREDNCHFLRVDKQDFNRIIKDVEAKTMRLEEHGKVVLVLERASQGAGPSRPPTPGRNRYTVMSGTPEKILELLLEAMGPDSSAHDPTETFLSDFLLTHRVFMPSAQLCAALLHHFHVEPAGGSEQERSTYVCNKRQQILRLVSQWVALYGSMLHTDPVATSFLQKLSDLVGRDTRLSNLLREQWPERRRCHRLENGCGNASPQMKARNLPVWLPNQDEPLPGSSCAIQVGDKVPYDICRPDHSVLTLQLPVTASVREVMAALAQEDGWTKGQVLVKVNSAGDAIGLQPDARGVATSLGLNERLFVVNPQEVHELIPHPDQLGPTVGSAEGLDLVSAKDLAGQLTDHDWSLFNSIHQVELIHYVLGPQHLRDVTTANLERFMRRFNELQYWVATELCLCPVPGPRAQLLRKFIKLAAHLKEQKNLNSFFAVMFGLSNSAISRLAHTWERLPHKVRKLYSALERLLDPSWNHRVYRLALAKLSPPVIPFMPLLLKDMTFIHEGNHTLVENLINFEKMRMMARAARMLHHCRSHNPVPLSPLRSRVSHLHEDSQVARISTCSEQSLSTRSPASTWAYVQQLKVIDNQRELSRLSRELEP
WRN helicase inh: qHTS for Inhibitors of WRN Helicase. Bifunctional 3'-5' exonuclease/ATP-dependent helicase WRN (Homo sapiens), Q14191. WRN helicase unwinding, fluorescent forked duplex, kinetic. Potency, µM (top dose mostly 114 µM), without a hit: at the highest dose activity change, negative = inhibition, most hits filed as inhibitors. 360,000 compounds, 0.46% hits. AID 651768, 2012; further: potency means the concentration at half of the fitted maximal effect; on the % scale 0 is the no-effect control and ±100 the full control effect; nearly all actives have a fitted effect of over 55% in size
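Screening of the MLSMR collection measured strand separation of a quenched forked DNA duplex (100 nM) by 20 nM WRN with 2 mM ATP, all final. Compounds were preincubated with enzyme 15 min at room temperature.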
EPAC1 ag: qHTS for Agonist of cAMP-regulated guanine nucleotide exchange factor 3 (EPAC1): primary screen. AID 720707, 2013. 360,000 compounds, 0.073% hits. EPAC1 agonist qHTS, biochemical assay; response scale: 100% = response to 6.5 mM cAMP. Potency, µM (series often up to 154 µM), for inactives: top-dose activation, most hits filed as activators. Rap guanine nucleotide exchange factor 3 (Homo sapiens), O95398; further: potency means the concentration at half of the fitted maximal effect; nearly all actives have a fitted effect of over 60% in size
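Compounds were pinned as a concentration titration into mixtures of EPAC1 (100 nM), BODIPY-GDP-loaded Rap1B (250 nM) and GDP (50 uM). After 5 min at room temperature, fluorescence was followed for 30 min; activity was scaled to 6.5 mM cAMP.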
PLK1 PBD inh: qHTS for Inhibitors of PLK1-PDB (polo-like kinase 1 - polo-box domain): Primary Screen; Serine/threonine-protein kinase PLK1 (Homo sapiens), P53350; Plk1 PBD binding of FITC phosphopeptide, fluorescence polarization; Potency, µM, for inactives: max response, negative = inhibition, most hits filed as inhibitors; 360,000 compounds, 2.8% hits; AID 720504, 2013; further: potency means the concentration at half of the fitted maximal effect; series mostly up to about 57 µM; on the % scale 0 is the no-effect control and ±100 the full control effect; nearly all actives have a fitted effect of over 65% in size
CCT chaperon mod: High-Throughput Screening for Modulators of Cytosolic Chaperonin Activity; purified chaperonin ATPase assay, HTRF ADP detection, 30 min; activity change, % (concentration not given with the values), hits read low; 360,000 compounds, 0.3% hits; AID 651819, 2012; in the data active means activity change below about -30%; further: on the % scale 0 is the no-effect control and ±100 the full control effect
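TRiC (40 or 20 nM final, by batch activity) in 30 mM Tris pH 7.4, 100 mM KCl, 5 mM MgCl2, 1 mM DTT was treated with compound at 76 uM single dose, then 10 uM ATP, 30 min at 37 °C. ADP was read by HTRF Transcreener.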
EPAC2 ag: qHTS for Agonist of cAMP-regulated guanine nucleotide exchange factor 4 (EPAC2): primary screen. EPAC2 activation, biochemical qHTS; response scale: 100% = 6.5 mM cAMP response. Potency, µM (top dose mostly 154 µM), inactives show at the highest dose activation, usual class: activators. Rap guanine nucleotide exchange factor 4 (Homo sapiens), Q8WZA2. AID 720711, 2013. 360,000 compounds, 0.079% hits; further: potency means the concentration at half of the fitted maximal effect; nearly all actives have a fitted effect of over 50% in size
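In this primary screen, activation is scored as increased exchange of BODIPY-GDP from Rap1B by 100 nM EPAC2, with 50 uM GDP as competitor. Signal is normalized to the 6.5 mM cAMP agonist control.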
IL2 activator: qHTS of IL-2 Activators | IL-2 activation reporter assay, cell-based qHTS; stimulated with anti-CD3/CD4/CD28 beads; in transgenic mouse T cells | activation, % (series mostly up to about 46 µM) | 360,000 compounds, 0.065% hits | AID 652025, 2013; in the data active means activation above about 50%; inconclusive means mostly about 30% to 49%; further: 0% is about no effect
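EGFP and DsRed fluorescence is measured by plate cytometry in unstimulated transgenic mouse T cells exposed to compound for 60 minutes, then stimulated 18 hours at 37 degrees C with anti-CD3/anti-CD4 beads plus anti-CD28.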
Starred values were filed as active, the others as inactive; ? = inconclusive; / = no result given; [ ] = another dose, or the depositor's remark. Unless noted, the call rests on the fitted dose curve; in most records, active means well fitted curve in the direction sought with a large enough effect; inconclusive means small, poorly fitted or top-dose-only effect, or another doubt; inactive means no such curve, though single readings can be large; an effect the other way counts as inactive or inconclusive. Some of the compounds tested. The share of hits here may be higher or lower than overall.

SMILES | PI5P4K alpha inh | EPAC1 antag | WRN helicase inh | EPAC1 ag | PLK1 PBD inh | CCT chaperon mod | EPAC2 ag | IL2 activator
COc1cc(OC)c(/C=N/NC(=O)c2ccc(NC(C)=O)cc2)cc1Br | -2 | 3% | -28% | 7% | -15% | -3.5 | 25% | -0.6
O=C(Nc1nc(-c2cccs2)c(-c2ccccc2)s1)c1ccco1 | -1 | -1% | -7% | 20% | -9% | -0.9 | 13% | -0.4
CCCCN(CCCNC(=O)c1c(C)cc(=O)oc1C)c1ccccc1 | / | -1% | -2% | 15% | -8% | -4.1 | 15% | -1.8
N#CC1=C2C=CC=CN2CC1=O | -9 | 8% | -2% | 3% | -8% | -2.7 | -7% | 0.5
CCOC(=O)N1CCN(c2ncnc3c2[nH]c2ccc(OC)cc23)CC1 | 1 | -12% | -22% | 4% | 1% | -1.8 | -6% | -0.9
COc1ccc(S(=O)(=O)N2CCC(C(=O)NCCC(=O)NCc3cccnc3)CC2)cc1 | 3 | -1% | 0% | 7% | -13% | 0.4 | 7% | -1.9
Cc1occc1C(=O)O/N=C(\N)c1ccccc1 | ? | 8% | -1% | -1% | 0% | 1.4 | -4% | 2.9
Cn1c(CN2CCOCC2)nnc1SCC(=O)NC1CCCCC1 | / | 1% | -1% | -3% | 2% | -0.1 | 4% | -1.6
CC(C)(C)n1nnnc1C(c1cccc(C#N)c1)N1CCCc2ccccc21 (stereo not given) | / | 3% | -11% | 14% | 0% | 1.3 | 4% | 1.1
O=C(C[C@@H]1C/C=C\CCCC(=O)OC[C@@H]2CCCN2C1=O)NCCO | 1 | 0% | 6% | 3% | -1% | -2.1 | 7% | -0.2
CCN(CC(=O)Nc1ccc2c(c1)OCCO2)C(=O)CN1C(=O)NC(C)(c2ccc(C)cc2)C1=O (stereo not given) | -2 | -8% | 1% | -11% | -14% | -8.2 | 10% | 0.7
CN1CCN(S(=O)(=O)c2cccc(C(=O)N(Cc3nnc(-c4ccccc4Cl)o3)C3CC3)c2)CC1 | 9 | 12% | -29% | 4% | -6% | -1.2 | 0% | -1.9
O=C(CSc1nnc(-c2ccco2)n1-c1ccccc1)N1CCOCC1 | / | 5% | 4% | -4% | 0% | -0.4 | -1% | 2.4
CCC/C(O)=C1\C(=O)CCCC1=NCCc1c(C)[nH]c2ccc(OC)cc12 | 7 | ? | -2% | -17% | -13% | -0.3 | -1% | 2.5
Cc1cccc(C(=O)NC(=S)Nc2ccccc2C(=O)O)c1 | -9 | 14% | 16% | 4% | ? | -0.5 | 9% | -1.0
Cc1ccnc(NC(=O)CNC(=O)c2cccs2)c1 | -15 | -17% | -5% | 1% | -15% | -2.0 | 1% | 0.1
CCC(=O)Nc1sc(C(=O)Nc2ccccc2OC)c(C)c1C(=O)OC | 0 | 25% | 9% | 6% | -24% | -0.4 | 0% | -2.3
CC1CCC(C(=O)c2c(O)c3ccccc3oc2=O)CC1 (stereo not given) | 0 | 8% | 10% | 3% | -8% | -2.3 | -2% | 0.4
c1cncc(CNc2ncnc3ccc(-c4cccnc4)cc23)c1 | / | 2% | / | 4% | / | / | 5% | 2.0
CC(C)(C)c1ccc(C(=O)CCC(=O)OCC(=O)NCCc2ccc(S(N)(=O)=O)cc2)cc1 | -10 | 0% | -9% | 13% | -7% | -2.5 | 3% | -2.7
CCCCC1CC2=C(C(=O)OC(C)(C)O2)C(c2ccc(Cl)cc2)O1 (stereo not given) | 9 | -2% | -9% | -11% | -3% | 1.8 | -10% | 0.3
N#Cc1ccc(S(=O)(=O)NCC(=O)OCC(=O)N2CCCC2=O)cc1 | -7 | -7% | -30% | 3% | -20% | 1.6 | 6% | 0.0
Cc1n[nH]c(=O)n1-c1ccc(C(C)(C)C)cc1 | -3 | -14% | 6%[57.1 µM] | -3% | ? | -2.0 | -3% | 2.0
O=C1NC[C@H](Cc2ccccc2)N(C[C@@H]2CCCN2C[C@H](Cc2ccc(O)cc2)N2C[C@H](Cc3ccccc3)N(CCc3ccccc3)C(=O)C2=O)C1=O | 1 | -16% | -8% | 4% | -5% | 0.9 | 3% | -0.4
Cc1cc(OC(=O)c2ccc(Cl)cc2Cl)nc(C)n1 | 0 | -14% | -3% | 0% | 1% | 0.2 | 3% | 0.9
COc1cc(NC(=O)c2cccs2)c(C(=O)OCC(=O)c2cc(C)n(-c3ccccc3)c2C)cc1OC | -7 | -4% | 7% | -7% | -4% | 0.0 | 1% | -3.3
CCn1c(SCC(N)=O)nc2sc3c(c2c1=O)CCCC3 | 5 | -2% | -8% | -1% | -8% | 0.5 | 2% | 1.5
CN(CC(=O)Nc1cccc(F)c1)CC(=O)Nc1cccc(S(=O)(=O)N2CCCCCC2)c1 | 9 | -3% | -10% | 5% | -5% | -0.3 | 9% | -0.8
O=C(CSCc1ccc(Cl)cc1Cl)Nc1ccc(O)cc1C(=O)O | -10 | -21% | 0% | 10% | -13% | -2.2 | 0% | 1.3
COc1ccccc1N1CCN(/N=C/c2cccc(OC)c2OC)CC1 | 4 | -6% | 4% | 13% | -11% | -1.8 | 21% | -0.9
Cc1cccc(NC(=O)CCNS(=O)(=O)c2cc(Br)cnc2N)c1C | 0 | ? | 6% | -3% | -17% | 0.5 | 4% | -1.1
COc1ccc(C2C(CC(=O)O)=C(O)C(=O)N2c2ccccc2)cc1 (stereo not given) | -7 | 8% | 0% | -4% | -15% | -0.9 | 4% | 2.4
O=C(CNc1ccc(C(F)(F)F)cc1)Nc1cccc(S(=O)(=O)N2CCCCC2)c1 | 6 | -15% | -13% | 2% | -7% | -1.1 | 3% | -3.2
NC(=O)C1CCN(C(=O)CN2CCCc3ccccc32)CC1 | -7 | -3% | -13% | 10% | 4% | 0.1 | 16% | 0.8
Cc1ccc2nsnc2c1S(=O)(=O)NC1CC1 | / | 2% | -4% | -1% | 1% | -2.7 | -15% | -1.7
O=C1CC(c2ccc(Cl)cc2)n2nc(N3C(=O)CCC3=O)nc2N1 (stereo not given) | / | 1% | -9% | 12% | -9% | -2.7 | 9% | -2.4
O=C(Nc1nc2cc3c(cc2s1)OCCO3)c1cccc(N2C(=O)CCC2=O)c1 | -3 | 11% | -6% | -19% | 0% | 0.2 | 0% | -3.1
C[C@@H]1CN([C@@H](C)CO)C(=O)c2cc(-c3ccncc3)cnc2O[C@H]1CN(C)C(=O)c1cccc(F)c1 | -22 | 13% | 1% | -12% | -16% | 2.9 | -5% | 1.9
CCC(C)(C)n1nnnc1C(C(C)C)N(Cc1ccco1)Cc1cc2cc3c(cc2[nH]c1=O)OCO3 (stereo not given) | / | -14% | -7% | 8% | -3% | -0.9 | 1% | -1.6
Cc1cc(C)nc(SCC(=O)NNS(=O)(=O)c2ccc(C#N)cc2)n1 | ? | -12% | ? | 7% | ? | -3.6 | 11% | -2.0
O=C(Nc1ccc(S(=O)(=O)N2CCCCC2)cc1)C1CCCCC1 | -3 | -19% | 6% | 11% | -14% | -0.2 | 23% | -0.2
Cc1ccccc1NC(=O)CN1CCN(c2ccc(F)cc2)CC1 | 0 | -5% | 6% | 2% | -6% | -0.3 | 20% | -4.0
Cc1ccc(OCC(=O)N2CCN(C(=O)Cc3ccccc3)CC2)cc1 | -4 | -6% | 3% | 4% | -8% | -0.2 | 3% | -0.2
O=c1/c(=C\c2ccc(F)cc2)sc2n1CCCN=2 | 0 | 2% | -3% | 0% | 0% | 2.3 | 6% | -2.5
CC(=O)Nc1ccc(S(=O)(=O)NCC2CCC(C(=O)NCCCOC(C)C)CC2)cc1 (stereo not given) | 6 | 6% | -7% | 11% | -12% | -1.4 | 5% | -0.3
CCOC(=O)COc1ccc(C2NC(C(=O)O)CS2)cc1 (stereo not given) | 5 | -5% | 0% | 7% | -7% | -1.3 | 11% | -0.5
CCN1CCCC1CNS(=O)(=O)c1ccc(Br)cc1 (stereo not given) | -2 | -9% | -5% | 14% | 0% | -4.0 | 4% | -2.6
O=C(COC(=O)c1ccc(Br)o1)NCCc1ccccc1 | -1 | -8% | 8% | -8% | 2% | 1.3 | -5% | -0.3

Complete entries, looked up by structure.
`Cc1cc(C)nc(SCC(=O)NNS(=O)(=O)c2ccc(C#N)cc2)n1` is entered as PI5P4K alpha inh: ?; EPAC1 antag: -12%; WRN helicase inh: ?; EPAC1 ag: 7%; PLK1 PBD inh: ?; CCT chaperon mod: -3.6; EPAC2 ag: 11%; IL2 activator: -2.0
`CCN1CCCC1CNS(=O)(=O)c1ccc(Br)cc1` (stereo not given) is entered as PI5P4K alpha inh: -2; EPAC1 antag: -9%; WRN helicase inh: -5%; EPAC1 ag: 14%; PLK1 PBD inh: 0%; CCT chaperon mod: -4.0; EPAC2 ag: 4%; IL2 activator: -2.6

Going on with the list.
SMILES | PI5P4K alpha inh | EPAC1 antag | WRN helicase inh | EPAC1 ag | PLK1 PBD inh | CCT chaperon mod | EPAC2 ag | IL2 activator
COc1ccc(Oc2ccc(/C=C/C(=O)c3cccc(OC)c3)cc2[N+](=O)[O-])cc1 | 0 | -20% | -2%[57.1 µM] | 8% | -1% | 1.6 | 17% | -4.0
CCOC(=O)c1cc(CC)sc1/N=C/C1C(=O)CCCC1=O | 0 | 4% | -7% | 3% | -6% | -0.7 | -4% | 0.2
Cc1ccccc1Cn1cc(NC(=O)c2cc(-c3ccco3)on2)cn1 | -5 | 18% | 4% | -12% | -2% | 1.7 | -4% | -0.2
c1ccc(-n2ncc3c(NCc4ccccn4)ncnc32)cc1 | / | -4% | -6% | 11% | 3% | -1.0 | 4% | 3.8
CC(Sc1n[nH]c(-c2ccccc2)n1)C(=O)c1c(N)n(C)c(=O)n(C)c1=O (stereo not given) | -4 | 6% | -7% | 4% | -8% | 1.1 | -5% | -0.9
COc1ccc(N2CCN(C(=O)CN3C(=O)NC(C)(c4ccc5ccccc5c4)C3=O)CC2)cc1 (stereo not given) | 3 | 0% | 0% | -11% | -9% | -3.0 | 14% | -0.4

Screens (PubChem)
